Screening results as filed in PubChem BioAssay.
AMA1-RON2 inh – AMA1-RON2 (P. falciparum) interaction inhibition; AlphaScreen AMA1-biotinylated RON2 peptide binding; Potency, µM (series often up to 58.2 µM), inactives show top-dose activity change, negative = inhibition, hits mostly inhibitors; hit rate 0.2% among 360,000; AID 720542;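 also: potency is read from the fitted curve at half-maximal effect; 0% = vehicle wells and -100% = peptide control; nearly all actives have a fitted effect of over 45% in size; some results filed as inactive show a strong effect at the top dose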
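AMA1 (3D7) with his tag at 25 nM final met compounds first, then biotinylated RON2 peptide at 25 nM; detection used donor plus acceptor beads, 10 µg/mL apiece, read by AlphaScreen after 30 min at room temperature.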
Sm TGR block – S. mansoni TGR enzyme inhibition | Q962Y6 | Potency, µM (doses to about 114 µM), inactives show at the top dose activity change, negative = inhibition, most hits filed as inhibitors | purified TGR, DTNB reduction, TNB absorbance 405 nm | hit rate 3% among 360,000; also: potency is read from the fitted curve at half-maximal effect; nearly all actives have a fitted effect of over 60% in size
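Kinetic colorimetric format: TGR-catalysed, NADPH-driven DTNB reduction monitored via TNB absorbance. Enzyme dispensed at 20 nM; compound exposure 15 min at room temperature before reaction start.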
LmPK inhibitor – LmPK (Leishmania mexicana) enzyme inhibition; Q27686; purified LmPK, Kinase-Glo ATP luminescence, 1 h; Potency, µM (doses to about 57.5 µM), for inactives: at the highest dose activity change, negative = inhibition, actives largely listed as inhibitors; hit rate 0.37% among 290,000; AID 1721; also: potency is read from the fitted curve at half-maximal effect
Target sequence (Q27686 whole entry, looked up): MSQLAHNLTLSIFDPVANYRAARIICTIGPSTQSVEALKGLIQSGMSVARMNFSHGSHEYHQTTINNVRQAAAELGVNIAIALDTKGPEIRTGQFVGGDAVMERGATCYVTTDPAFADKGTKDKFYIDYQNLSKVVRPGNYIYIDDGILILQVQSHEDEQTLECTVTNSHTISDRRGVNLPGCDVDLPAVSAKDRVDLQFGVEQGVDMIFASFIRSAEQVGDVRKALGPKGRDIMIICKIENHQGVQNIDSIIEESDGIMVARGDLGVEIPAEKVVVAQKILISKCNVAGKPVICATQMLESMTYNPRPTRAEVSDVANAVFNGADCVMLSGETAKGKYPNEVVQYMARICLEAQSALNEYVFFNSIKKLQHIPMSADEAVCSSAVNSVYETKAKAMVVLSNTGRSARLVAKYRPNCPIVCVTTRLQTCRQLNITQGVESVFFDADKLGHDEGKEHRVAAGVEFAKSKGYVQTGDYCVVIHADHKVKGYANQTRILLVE
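qHTS format; LmPK 0.1 nM; substrates PEP 0.5 mM and ADP 0.1 mM. One-hour room-temperature incubation, then coupled luciferase luminescence; 0.5 nM enzyme wells mark activation.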
HCMV inh – human cytomegalovirus inhibition; HFF cells, HCMV-luciferase reporter, 72 h; stronger effect = lower value; activity change, negative = inhibition, % at 57.5 µM; hit rate 4.5% among 410,000; in the data active = activity change below about -60%; inconclusive = no clear call, values can overlap the other calls; inactive = above about -39%
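HFF cells seeded 16 h at 37C, treated with compounds, infected with luciferase-reporter HCMV at MOI 1 PFU/cell; luciferase read at 72 h post infection, normalized to buffer-only and Salinomycin controls.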
AmpC inh detg – AmpC beta-lactamase inhibition with detergent present; P00811; AmpC hydrolysis of nitrocefin, absorbance 480 nm, 0.01% Triton; Potency, µM (doses to about 114 µM), for the others: top-dose activity change, negative = inhibition, hits mostly inhibitors; hit rate 0.041% among 370,000; AID 485294;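 also: potency is read from the fitted curve at half-maximal effect; 0% = no-compound wells and -100% = no-enzyme wells; nearly all actives have a fitted effect of over 25% in size; some results filed as inactive show a strong effect at the top dose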
Target sequence (P00811 whole entry, looked up): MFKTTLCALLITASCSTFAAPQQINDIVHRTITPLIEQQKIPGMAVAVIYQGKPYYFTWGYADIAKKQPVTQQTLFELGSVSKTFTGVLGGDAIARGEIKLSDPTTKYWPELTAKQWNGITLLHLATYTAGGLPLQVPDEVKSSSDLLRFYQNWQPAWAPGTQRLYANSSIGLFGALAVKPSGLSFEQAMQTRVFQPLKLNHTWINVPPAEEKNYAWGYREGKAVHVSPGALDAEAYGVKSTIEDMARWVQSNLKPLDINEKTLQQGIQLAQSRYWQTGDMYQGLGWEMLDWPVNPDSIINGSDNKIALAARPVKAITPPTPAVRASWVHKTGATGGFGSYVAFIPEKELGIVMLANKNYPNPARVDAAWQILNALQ
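20 mM phosphate pH 7.0 + 0.01% (detergent screen) or 0.0001% Triton X-100; 5.3 nM AmpC reagent; cpd preinc 15 min RT; nitrocefin (800 uM stock) to start; A480 q20 s × 4 min; Activity was normalised to no-enzyme and no-compound control wells.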
TbPYK inhibitor – inhibitors of Trypanosoma brucei pyruvate kinase; Potency, µM (series often up to 76.8 µM), for the others: top-dose activity, negative = inhibition, usual class: inhibitors; Q57TT1; AID 624173; TbPYK enzyme, Kinase-Glo Plus ATP luminescence, 45 min; hit rate 0.12% among 410,000; also: potency is read from the fitted curve at half-maximal effect; nearly all actives have a fitted effect of over 50% in size
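Glycolytic pyruvate kinase of T. brucei was incubated with substrate, test compound and 130 uM ADP for 45 minutes at room temperature. Luminescent Kinase-Glo Plus signal was measured after 10 minutes.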
AmpC inh no detg – AmpC beta-lactamase inhibition without detergent. AmpC nitrocefin hydrolysis, absorbance 480 nm, 0.0001% Triton. hit rate 0.52% among 330,000. P00811. Potency, µM (doses to about 57.1 µM), for the others: top-dose activity change, negative = inhibition, hits mostly inhibitors;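 also: potency is read from the fitted curve at half-maximal effect; plate controls were no compound for no effect and no enzyme for full effect; nearly all actives have a fitted effect of over 20% in size; some results filed as inactive show a strong effect at the top dose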
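AmpC (5.3 nM in the dispensed reagent) in 20 mM phosphate pH 7.0 with 0.01% (detergent screen) or 0.0001% Triton X-100 was preincubated with compounds for 15 min at room temperature. Nitrocefin was then added from an 800 uM solution, and hydrolysis was followed at 480 nm.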
* = called active by the depositor; ? = inconclusive; . = no result given; [ ] = another dose, or the depositor's remark. Unless noted, calls follow the shape of the dose curve; as a rule, active = well fitted curve in the direction sought with a large enough effect; inconclusive = small, poorly fitted or top-dose-only effect, or another doubt; inactive = no such curve, though single readings can be large; an effect the other way counts as inactive or inconclusive. Unless noted, % is scaled to controls: 0 for no effect and ±100 for the full control effect. An unsorted share of the library, and some 7.4% of all compounds hit somewhere here.

SMILES | AMA1-RON2 inh | Sm TGR block | LmPK inhibitor | HCMV inh | AmpC inh detg | TbPYK inhibitor | AmpC inh no detg
CC1=C(C(=O)Nc2ccc(F)cc2)C(c2cccc(C)c2)n2nc(CCCO)nc2N1 (stereo not drawn) | 9% | -1% | 3% | 20 | -14% | -6% | 7%
CCOc1ccc(C(=O)c2cn(CC(=O)Nc3ccc(F)cc3)c3cc4c(cc3c2=O)OCCO4)cc1 | . | -4% | . | -1 | -6% | 1% | .
COc1cc(NC(=O)Cc2c(C(=O)O)c(C)cn2C)cc(OC)c1 | . | -7% | . | 3 | -7% | 0% | .
Cc1ccc(SCCC(=O)NC2CC2)cc1 | 0% | 0%[57.1 µM] | -7% | -15 | -8% | -12% | -11%
C=CCOc1c(Br)cc(CNc2ccc3[nH]c(=O)[nH]c3c2)cc1OCC | -14% | -13% | 2% | ? | 0% | 1% | -45%
CCOC(=O)c1sc2nc(C(C)C)c3c(c2c1N)CC(C)(C)OC3 | 3% | -5% | -4% | -32 | -11% | 0% | -11%
Cc1ccc(S(=O)(=O)/N=C(/c2ccc(F)cc2)N2CCCC2)cc1 | -3% | -7% | 8% | -6 | 5% | 8% | -10%
CC(C)(C)c1ccc(Cn2nnc3c(=O)[nH]c(C4CCCN(C(=O)Cc5cccs5)C4)nc32)cc1 (stereo not drawn) | -11% | -1% | 1% | -13 | -6% | -1% | 77%[activator]
Cc1ccc(S(=O)(=O)N(C)c2ccc(N)cc2)cc1 | -16% | -4% | -3% | 26 | -2% | . | -18%
CC1(C)C2CC=C(CN3CCC(O)CC3)C1C2 (stereo not drawn) | -8% | -4% | 2% | 10 | -2% | 46%[activator] | -27%
Cc1cccc(NC(=O)CSc2cc(C)c(C#N)c3nc4ccccc4n23)c1 | 5% | 0% | 1% | 16 | -4% | -11% | -20%
COc1ccc(CNC(=O)CN(c2cc(C)cc(C)c2)S(=O)(=O)c2c(C)noc2C)cc1 | -2% | -7% | 2% | -17 | ? | -2% | 21%
O=S(=O)(NCc1cn2ccccc2n1)c1cccs1 | -6% | 0% | -1% | 19 | 3% | 9% | -7%
O=C(Nc1cccc(F)c1)c1sc(Cl)nc1-c1ccccc1 | 9% | 0% | 4% | 77 | ? | -12% | -22%
COc1ccc(/C=C(\C#N)C(=O)OCC(=O)N(C)C2CCS(=O)(=O)C2)cc1 (stereo not drawn) | -10% | 0% | . | -87* | -20% | -7% | 7%
COc1ccc(S(=O)(=O)Nc2cc(-c3cn4ccc(C)cc4n3)ccc2C)cc1OC | . | -2% | . | 59 | 20% | -7% | .
Cc1nc(S(=O)(=O)Cc2ccccc2Cl)nc2c1CCC2 | 2% | . | 2% | 9 | 2% | 1% | -7%
CN(C1=NS(=O)(=O)c2ccccc21)c1ccc(OC(=O)c2ccccc2F)cc1 | -5% | . | . | 13 | . | 2% | .
CC(=O)C1CCC2C3CCC4=CC(=O)C=CC4(C)C3CCC12C (stereo not drawn) | -6% | . | . | -13 | . | -1% | .
CC(=O)NC1CSCC1OC(C)=O (stereo not drawn) | 5% | 0% | -4% | 21 | -18% | 1% | -23%
CC(C)(C)NC(=O)NC(=O)COC(=O)CNC(=O)C1CCCCC1 | -1% | 4% | 2% | -28 | -7% | 2% | -9%
COc1ccc(-c2nn(CCC#N)cc2C(=O)Nc2ccccc2Br)cc1[N+](=O)[O-] | 15% | 1% | 4% | -3 | 2% | 1% | -6%
CCN(CC)S(=O)(=O)c1ccc(N2CCOCC2)c(NC(=O)CSCc2c(C)noc2C)c1 | 48%[activator] | . | . | 1 | . | 0% | .
CCOc1cc(CNC(=O)Cn2c(=O)c3cccn3c3ccc(F)cc32)cc(OCC)c1OCC | . | -2% | . | -25 | 3% | 1% | .
c1ccc(C[C@H]2CNCCN2CC2CCCCC2)cc1 | 22% | 0% | . | 1 | -6% | 0% | -12%
CN(CCc1ccccc1)C(=O)c1cccc(NC(=O)Cc2cccc(NC(=O)C3CCN(C(=O)C4CCCCC4)CC3)c2)c1 | 0% | . | . | -32 | . | 3% | .
COc1ccc(OCCN2CCN(C(=O)c3ccc(OC(F)F)c(OC)c3)CC2)cc1 | -4% | -11% | -5% | -63* | -13% | -3% | 188%[activator]
Cn1cccc1/C=C1\SC(=O)N(c2ccccc2)C1=O | 8% | 1% | 0% | 53 | -2% | 3% | -23%
Cc1nnc(NC(=O)c2cccc(S(=O)(=O)N3CCOCC3)c2)s1 | 8% | 6% | 0% | 100 | ? | -3% | -22%
CC1OC(c2ccccc2)OC2COC(c3ccccc3)OC12 (stereo not drawn) | -3% | . | . | -6 | . | 0% | .
CN(Cc1ccccc1)C(=O)Cn1c(=O)c2cccn2c2cccnc21 | -1% | -7% | -3% | ? | -6% | -1% | -1%
COc1ccc(NC(=S)NN2CCN(C)CC2)cc1OC | -1% | 0% | -2% | -37 | -12% | -8% | -19%
COc1cc(NC(=O)Cn2nnc(-c3ccncc3)n2)cc(OC)c1 | -10% | -26% | 2% | -38 | -9% | -2% | -10%
CC(=S)/C=C1\Sc2ccccc2N1C | -17% | -23% | -3% | -23 | ? | ? | -14%
COc1ccc(C(CNc2ncnc3sc(C)c(C)c23)N(C)C)cc1 (stereo not drawn) | 3% | 6% | -3% | -13 | 3% | 1% | -5%
N#CC1=C(SCc2ccccc2)NC(=O)CC1c1cccc(O)c1 (stereo not drawn) | -2% | 5% | 2% | -15 | -9% | -5% | -24%
O=C(O)c1ccc(N2C(=O)C3C4c5ccccc5C(Br)(c5ccccc54)C3C2=O)cc1 (stereo not drawn) | -19% | 0% | 0% | -26 | 6% | -17% | -15%
O=S(=O)(NC1CC(NS(=O)(=O)OCC(Cl)(Cl)Cl)C2CCCCC12)OCC(Cl)(Cl)Cl (stereo not drawn) | 2% | 79µM* | 12% | . | -9% | 1% | -22%
Nc1nonc1-n1nnc(C(=O)N/N=C/c2ccoc2)c1-c1ccccc1 | 40%[activator] | 0% | 6% | -6 | -1% | -5% | -37%
CC(NC(=O)COC(=O)C1=NN(c2ccccc2)C(=O)CC1)c1ccccc1 (stereo not drawn) | 6% | -21% | . | -7 | -21% | 0% | -15%
COCCCn1c(SCC(=O)c2ccccc2)nc2ccccc2c1=O | 1% | 3% | -9% | -28 | -13% | 4% | 21%
Cc1ccnc(NS(=O)(=O)c2cccc([N+](=O)[O-])c2)c1 | 0% | -4% | -3% | -16 | -6% | -1% | -16%
CN(C)CCn1c(=O)n(-c2cccc(Cl)c2)c(=O)c2c3c(sc21)CCCCC3 | -27% | 6% | 1% | -28 | 5% | 5% | 152%[activator]
CC1(C)CC(=O)C(C=NCCc2ccc(O)cc2)=C(O)C1 | 0% | 3% | 0% | 2 | -9% | 1% | -15%
O=C(CSc1nnc(CNC(=O)c2c(F)cccc2F)o1)NCc1ccco1 | -8% | -3% | 5% | . | -6% | 3% | -8%
CCn1nnc(NC(=O)c2cccc(-c3cc4ccccc4oc3=O)c2)n1 | -18% | -6% | 0% | 123 | ? | -4% | -22%
CC(=O)C1CCC2C3CCC4=CC(=O)CC[C@]4(C)[C@@]3(F)C(O)C[C@]12C (stereo partly drawn) | -6% | 4% | 3% | 45 | -10% | 0% | 52%
CNC(=O)N(c1ccccc1)c1ccccc1 | 9% | 8% | -3% | 6 | -8% | -9% | -12%
O=C(NCc1ccco1)c1nc2ccccc2s1 | -14% | 3% | -8% | 51 | -1% | 4% | -12%
Cn1nc(C(F)(F)F)c(-c2ccccc2)c1NC(=O)c1ccco1 | 11% | 8% | 4% | -15 | 6% | -3% | 0%
CC1(C(=O)N2CC3(CC(c4ccccc4)=NO3)C[C@H]2C(=O)NCC(N)=O)CC1 (stereo partly drawn) | 10% | 0% | 1% | 123 | -1% | 2% | -13%
CCOC(=O)C1CCN(C(=O)c2cc3c(s2)-c2ccccc2OC3)CC1 | 39%[activator] | 2% | 1% | 64 | ? | -2% | 90%
O=C(Nc1ccccc1N1CCOCC1)c1cc(-c2ccco2)nc2ccccc12 | -13% | ? | 8% | -31 | -2% | -2% | 36%
O=C(COC(=O)c1cc[n+]([O-])cc1)Nc1ccc(F)c([N+](=O)[O-])c1 | 9% | 6% | 0% | -24 | -9% | 1% | -27%
CCOc1cc(C2CC(=O)Nc3nc(SCc4ccccc4)[nH]c(=O)c32)ccc1O (stereo not drawn) | . | 5% | . | 19 | 6% | 0% | .
COc1ccc(S(=O)(=O)Nc2nnc(Cc3ccc(OC)c(OC)c3)s2)cc1 | 15% | 2%[57.1 µM] | 8% | 6 | 1% | -22% | -17%
O=C1CC(N2CCN(Cc3ccccc3)CC2)C(=O)N1 (stereo not drawn) | 31%[activator] | . | 0% | -10 | -7% | -1% | -10%
CCO/C(C)=N/Oc1cc(OC)cc(OC)c1 | 13% | . | . | -10 | . | 4% | .
O=C(Nc1ccc(-c2cnco2)cc1)c1ccc(Cl)cc1 | -1% | 8% | 4% | 7 | 3% | -5% | -20%
CCCOc1ccc(C(=O)Nc2ccc(N3CCN(C(C)=O)CC3)cc2)cc1 | -11% | -5% | 2% | ? | -17% | 4% | 0%
CCN(CC)C(=O)COc1cc(C)c(Cl)c(C)c1 | -1% | -10% | 5% | 9 | ? | -3% | 22%
COc1ccc(-c2nnc3n2N=C(C)CS3)cc1 | 0% | 8% | -5% | -29 | 2% | -3% | -9%

Fetched by compound from above:
SMILES | AMA1-RON2 inh | Sm TGR block | LmPK inhibitor | HCMV inh | AmpC inh detg | TbPYK inhibitor | AmpC inh no detg
CC(=O)C1CCC2C3CCC4=CC(=O)CC[C@]4(C)[C@@]3(F)C(O)C[C@]12C (stereo partly drawn) | -6% | 4% | 3% | 45 | -10% | 0% | 52%
O=C(COC(=O)c1cc[n+]([O-])cc1)Nc1ccc(F)c([N+](=O)[O-])c1 | 9% | 6% | 0% | -24 | -9% | 1% | -27%
O=C(Nc1ccc(-c2cnco2)cc1)c1ccc(Cl)cc1 | -1% | 8% | 4% | 7 | 3% | -5% | -20%
